PhoP GFP inhibition = Inhibition of PhoP regulon, Salmonella typhi GFP reporter cells, confirmation, 4 h (AID 1850); Salmonella Typhi PhoP-promoter GFP reporter, fluorescence, 4 h; higher % means a stronger effect; inhibition, % at 50 µM, or IC50 in µM where a hit was titrated; 0.33% of 310,000 active; in the data active = a potency from the dose series; inconclusive = inhibition mostly from about 25% at the one dose, without a potency; inactive = the rest, 99 in 100 with inhibition below about 19%;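 note: 0% = induced wells with vehicle and 100% = uninduced wells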
tuberculosis growth = growth inhibition of non-replicating M. tuberculosis (AID 488890); Mycobacterium tuberculosis non-replicating, growth inhibition; higher % means a stronger effect; inhibition, % at 25 µM, or IC50 in µM where a hit was titrated; 0.39% of 320,000 active; in the data active = a potency from the dose series; inconclusive = inhibition mostly from about 82% at the one dose, without a potency; inactive = the rest, 99 in 100 with inhibition below about 76%;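 note: plate controls were DMSO cells for no effect and high antibiotic wells for full effect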
H37Rv inhibition = M. tuberculosis growth inhibition, HTS (AID 449762); inhibition, % at 25 µM; hits with a dose series show IC50 in µM; 0.59% of 330,000 active; M. tuberculosis H37Rv growth inhibition, 7H9 media; higher % means a stronger effect; in the data active = a potency from the dose series; inconclusive = inhibition above about 70% without an active follow-up result;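 note: bacterial growth assessed after seven days of incubation; strong numbers were not always called active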
inhibitors of VEEV = inhibitors of VEEV TC-83 cytopathic effect, confirmation, Vero cells (AID 588727) | Vero cells, VEEV TC-83 cytopathic effect inhibition; higher % means a stronger effect | inhibition, % at 20 µM; hits with a dose series show IC50 in µM | 0.13% of 350,000 active; in the data active = a potency from the dose series; inconclusive = inhibition mostly from about 14% at the one dose, without a potency; inactive = the rest, 99 in 100 with inhibition below about 12%; note: strong numbers were not always called active
influenza NS1A = H1N1 influenza NS1A inhibitors, functional cell based assay (AID 504329) | NS1A functional cell-based assay, percent inhibition; higher % means a stronger effect | inhibition, % at 12.5 µM, or IC50 in µM where a hit was titrated | 0.3% of 340,000 active; in the data active = a potency from the dose series; inconclusive = inhibition above about 27% without an active follow-up result; note: strong numbers were not always called active
Active calls of the source: *; i = inactive; ? = inconclusive; nt = not tested or not shown. Compounds as they come; about 1.4% have a hit in one of these screens.

Results follow in this order: PhoP GFP inhibition | tuberculosis growth | H37Rv inhibition | inhibitors of VEEV | influenza NS1A
- CCc1ccc2nc(N(CCCN(C)C)C(=O)c3ccc(S(=O)(=O)N(C)C4CCCCC4)cc3)sc2c1
 : -8% | 64% | ? | 2.1% | 1%
- CCOC(=O)CNC(=O)N1CCCC(C(=O)c2cccc(Cl)c2)C1 (configuration not stated)
 : -9% | 53% | 4% | 0.1% | -10%
- O=C(O)c1ccc(CN2C(=O)c3ccc(C(=O)O)cc3C2=O)cc1
 : -6% | 7% | 5% | 1.1% | -6%
- CC(C)CCn1nnnc1CN1CCN(c2ccc(F)cc2)CC1
 : 6% | 9% | -25% | i | -2%
- Cc1cc(C(=O)Nc2ccccc2)nn1C(C)(C)C
 : 4% | 79% | 12% | 2.5% | -1%
- COc1ccnc(CSC(N)=Nc2ccccc2C(F)(F)F)c1
 : -1% | ? | -6% | i | -1%
- CCOc1ccc(C(=O)OCC(=O)NCCNC(=O)COC(=O)c2ccc(OCC)cc2)cc1
 : -7% | -1% | 9% | 0.4% | 10%
- O=C(Nc1ccc2c(c1)OCO2)c1cc(-c2cccnc2)nc2ccccc12
 : -9% | 14% | 8% | 11% | -8%
- COC(=O)C1=C(C(=O)OC)N2C=CC=CC2(C)C(C(=O)OC)=C1C(=O)OC (configuration not stated)
 : 4% | -4% | -1% | 0.3% | -3%
- CCCCNS(=O)(=O)c1ccc(NC(=O)C2CCCO2)cc1 (configuration not stated)
 : -5% | 13% | -3% | 0.4% | -4%
- Cc1ccc(C(=O)OCN2C(=O)c3ccccc3C2=O)o1
 : -4% | 4% | 2% | 1.1% | 3%
- Cc1cccc(Nc2nnc(SCC(=O)c3ccc(O)cc3O)s2)c1
 : 7% | 30% | 7% | 5.8% | 8%
- Cc1ccc(S(=O)(=O)N(C)C)cc1NC(=O)COC(=O)C1CCN(S(=O)(=O)c2cccs2)CC1
 : 3% | -6% | -6% | 1.4% | -4%
- O=C(Nc1cc(Cl)ccc1O)C1CCCO1 (configuration not stated)
 : 9% | 18% | 42% | 0.9% | -24%
- O=C(CCCCCN1C(=O)CCC1=O)Nc1ccc2c(c1)OCO2
 : 6% | 7% | 7% | 1.3% | -4%
- CCc1sc(C(=O)N2CCN(c3ccc(F)cc3)CC2)cc1C
 : -9% | 15% | 4% | 0.1% | -4%
- O=C(O)c1cc(Br)ccc1NN=C1CCCCC1
 : -5% | 15% | 5% | 2.1% | 23%
- CC(=O)C1=C(O)C(=O)N(Cc2ccccc2)C1c1ccc(F)cc1 (configuration not stated)
 : 7% | -10% | -3% | 0.5% | 25%
- CN(C)CCn1c2ccccc2c2nc3ccc([N+](=O)[O-])cc3cc21
 : 1% | ? | 16% | ? | nt
- CNC(=S)N/N=C/c1ccc2c(c1)OCCO2
 : -2% | 36% | -10% | 0.4% | -1%
- COc1ccc(/C=C/C(=O)Nc2ccc(OC)cc2[N+](=O)[O-])cc1
 : 4% | 3% | -3% | i | 11%
- Cc1ccc(N=C2NC(=O)/C(=C/c3cn(C)c4ccccc34)S2)cc1C
 : -31% | 48% | 4% | 5.9% | 7%
- CN(C)C1=NCCN1CC1CCCCCC1
 : -2% | -1% | -1% | 0.5% | -3%
- C/C=C(/C)C(=O)O[C@@H]1[C@H](OC(C)=O)c2c(ccc3ccc(=O)oc23)OC1(C)C
 : 1% | 19% | 5% | i | -3%
- Cc1cc(C)c(OCC(=O)Nc2ccccc2N2CCOCC2)c(C)c1
 : -4% | 9% | -8% | i | -5%
- CCOC(=O)c1csc(NNC=O)n1
 : -4% | -6% | -8% | 0.1% | 4%
- COc1ccc(/C=C/C(=O)NC(=S)NNC(=O)c2cc(OC)c(OC)c(OC)c2)cc1
 : 4% | -21% | -1% | ? | 2%
- CCOC(=O)c1c(C)n(Cc2ccccc2)c2ccc(OCC(O)Cn3nc(C)nc3C)cc12 (configuration not stated)
 : -9% | nt | 1% | 8.6% | 25%
- Cc1ccc(C)c(NC(CC(=O)c2ccccc2)C(=O)OCC(=O)c2cccs2)c1 (configuration not stated)
 : -5% | -15% | 5.2µM* | 0.7% | 6%
- O=C(Nc1ccc(NC(=O)c2ccco2)nc1)c1cccnc1
 : -5% | -8% | -8% | 0.6% | 4%
- CCOc1cc(C2c3c(oc4cc(C)c(Cl)cc4c3=O)C(=O)N2Cc2ccco2)ccc1O (configuration not stated)
 : 0% | 5% | -17% | 0.6% | 3%
- O=C(/C=C/c1ccc2c(c1)OCCO2)N1CCN(c2ccc(F)cc2)CC1
 : -2% | 19% | -7% | 0.8% | 0%
- CCN1CCc2nc(NC(=O)c3ccccc3)sc2C1
 : -14% | 2% | 5% | 4.8% | 0%
- CCOc1ccc(C(CC(=O)O)NC(=O)c2ccco2)cc1OC (configuration not stated)
 : 5% | -18% | 3% | 2.2% | -11%
- O=c1[nH]cnc2sc3c(c12)CCCCC3
 : 5% | 17% | 47% | 1.3% | 9%
- Cc1cc(Cl)ccc1OCCCC(=O)N1CCCCC1
 : -6% | 26% | 4% | 3.2% | 4%
- O=C1CCCC/C1=C/Nc1ccc(S(=O)(=O)Nc2ncccn2)cc1
 : -1% | 60% | -3% | 7.0% | 2%
- COc1nccc(C(F)(F)F)c1C(=O)NC(=O)Nc1c(C)cccc1C
 : 5% | -1% | 2% | i | 1%
- CC1=C(C(=O)OCc2ccccc2)C(c2ccccc2Br)NC(=O)N1 (configuration not stated)
 : 12% | 10% | -1% | 2.0% | 1%
- COc1cc(NC(=O)c2ccc([N+](=O)[O-])cc2)c(OC)cc1NC(=O)CC(C)C
 : -7% | -11% | 5% | 0.5% | 15%

The closing 7 records of the section before come first, to join the parts.
Results follow in this order: PhoP GFP inhibition | tuberculosis growth | H37Rv inhibition | inhibitors of VEEV | influenza NS1A
- CCOc1ccc(C(CC(=O)O)NC(=O)c2ccco2)cc1OC (configuration not stated)
 : 5% | -18% | 3% | 2.2% | -11%
- O=c1[nH]cnc2sc3c(c12)CCCCC3
 : 5% | 17% | 47% | 1.3% | 9%
- Cc1cc(Cl)ccc1OCCCC(=O)N1CCCCC1
 : -6% | 26% | 4% | 3.2% | 4%
- O=C1CCCC/C1=C/Nc1ccc(S(=O)(=O)Nc2ncccn2)cc1
 : -1% | 60% | -3% | 7.0% | 2%
- COc1nccc(C(F)(F)F)c1C(=O)NC(=O)Nc1c(C)cccc1C
 : 5% | -1% | 2% | i | 1%
- CC1=C(C(=O)OCc2ccccc2)C(c2ccccc2Br)NC(=O)N1 (configuration not stated)
 : 12% | 10% | -1% | 2.0% | 1%
- COc1cc(NC(=O)c2ccc([N+](=O)[O-])cc2)c(OC)cc1NC(=O)CC(C)C
 : -7% | -11% | 5% | 0.5% | 15%
- c1ccc(-n2ncc3c(NCc4ccccn4)ncnc32)cc1
 : -1% | 30% | -7% | 6.6% | 2%
- Cc1cc(SCC(=O)N/N=C/c2ccc(O)cc2O)nc2ccccc12
 : 2% | 11% | 5% | ? | 1%
- CCN(CC)c1ccc(-c2c(C#N)c(N)nc(OC)c2C#N)cc1
 : -21% | 11% | -1% | ? | 0%
- COc1ccccc1NC(=O)N(Cc1ccco1)Cc1cc2cccc(C)c2[nH]c1=O
 : 3% | 23% | 4% | 9.0% | -8%
- Cc1ccc(NC(=O)C2C(=O)N(CCO)C3(C)CC2c2ccccc2O3)cc1 (configuration not stated)
 : 5% | 23% | 6% | 1.6% | 3%
- O=C(Nc1nc2cc3c(cc2s1)OCO3)c1ccco1
 : nt | nt | nt | 0.3% | 6%
- CCN(CC(=O)NCc1cccs1)C(=O)/C=C/c1ccc(OC)c(OC)c1
 : 4% | -4% | -5% | 7.9% | -1%
- COc1cccc(-c2[nH]nc3c2C(c2ccc(C)o2)C(C#N)=C(N)O3)c1 (configuration not stated)
 : -5% | -4% | -2% | nt | nt
- CCN(CC(O)CON=C1c2ccccc2-c2ccccc21)S(=O)(=O)c1ccc(C)cc1 (configuration not stated)
 : -1% | -10% | 8% | 6.5% | 0%
- CC(C)CC1NC(=O)c2ccccc2-n2c1nc1ccc(Cl)cc1c2=O (configuration not stated)
 : nt | 14% | 2% | nt | nt
- CCCc1cc(=O)[nH]c(SCC(=O)Nc2nonc2C)n1
 : 11% | 8% | 5% | 0.1% | 5%
- CCN1CCN(C(=O)c2oc(=O)c3ccccc3c2-c2ccc(C)cc2)CC1
 : -2% | 5% | -5% | 0.4% | 1%
- O=C(Cn1nnc2ccccc21)OCC(=O)c1ccc(Cl)c(Cl)c1
 : 6% | 46% | -3% | 1.9% | -20%
- CC(C)NC(=O)c1ccccc1NC(=O)Cc1ccc([N+](=O)[O-])cc1
 : 3% | 24% | -8% | 0.2% | -9%
- Cc1ccc2nc(/C(C#N)=C\c3ccc(Oc4ccc(C(F)(F)F)cc4[N+](=O)[O-])cc3)[nH]c2c1
 : -4% | -6% | 5% | i | -21%
- COc1ccc(/C=N/Nc2nonc2N)c(OC)c1
 : -11% | -2% | 58% | 1.9% | -7%
- COc1ccc(NC2CCCN(C(=O)CCN3CCOCC3)C2)cc1 (configuration not stated)
 : 3% | -15% | -1% | 1.3% | 5%
- COc1ccccc1OCC(=O)NCC1CCCN(Cc2cnn(C(C)C)c2)C1 (configuration not stated)
 : -3% | 7% | 9% | 0.8% | 4%
- CC1(C)CC(=O)c2c(nc(SCC(=O)Nc3nsc(-c4ccccc4)n3)c(C#N)c2-c2ccccc2)C1
 : -14% | 16% | -4% | 11% | 11%
- CCc1cccc(NC(=S)N(CCN(C)C)C(C)c2ccncc2)c1 (configuration not stated)
 : 2% | 2% | 3% | 0.7% | -13%
- COc1ccccc1N1CCN(C2CC(=O)N(C)C2=O)CC1 (configuration not stated)
 : 9% | 24% | -2% | 1.6% | 8%
- Clc1cccc(OCCn2ccnc2)c1
 : -6% | 3% | -3% | 2.1% | -9%
- CCc1nc(N2CCCC2C(=O)O)c2oc3ccccc3c2n1 (configuration not stated)
 : -3% | 15% | -2% | 2.5% | 9%
- COc1ccc(C2C(C(=O)c3ccco3)=C(O)C(=O)N2CCN2CCOCC2)cc1 (configuration not stated)
 : -2% | -7% | 3% | 0.6% | 3%
- O=C1OC2(CCCC2)OC(=O)C1=Cc1c[nH]c2ccccc12
 : 7% | ? | 12% | 1.8% | -3%
- COC(=O)[C@H](C)NC(=O)Nc1cc(OC)ccc1OC
 : 5% | -10% | 0% | 1.1% | 4%
- Cc1ccccc1SCC(=O)OCC(=O)Nc1ccc(N(C)C)cc1
 : -15% | -3% | -1% | 0.3% | 0%
- C[C@H](CO)N1C[C@H](C)[C@@H](CN(C)S(=O)(=O)c2cccs2)Oc2c(NC(=O)Cc3ccccc3)cccc2C1=O
 : nt | 13% | 2% | i | 2%
- O=C(CCCn1c(=O)c2sccc2n(CC(=O)NCC2CCCO2)c1=O)NCc1ccco1 (configuration not stated)
 : 12% | 1% | 1% | i | 2%
- CC(=O)Nc1ccc(SCC(=O)NC(=O)c2ccccc2Br)cc1
 : nt | -16% | 8% | 0.8% | 6%
- COc1ccc(C(C#N)CCC2OCCO2)cc1OC (configuration not stated)
 : nt | -17% | -11% | i | 5%
- CCOc1ccc(OCC(=O)Nc2ccc(N3CCCCC3)cc2)cc1
 : -15% | 69% | -4% | 1.1% | -7%
- O=C(OCC(=O)N1CCN(C(=O)c2ccco2)CC1)c1ccccc1Cc1ccccc1
 : 2% | 13% | -1% | i | -9%
- COc1ccc([N+](=O)[O-])cc1NC(=O)CCS(=O)(=O)c1ccc(Br)cc1
 : -2% | -3% | -5% | 1.0% | -1%

Profiles, looked up by structure.
`O=C(Nc1ccc2c(c1)OCO2)c1cc(-c2cccnc2)nc2ccccc12` reads PhoP GFP inhibition: -9%; tuberculosis growth: 14%; H37Rv inhibition: 8%; inhibitors of VEEV: 11%; influenza NS1A: -8%
`O=C1CCCC/C1=C/Nc1ccc(S(=O)(=O)Nc2ncccn2)cc1` reads PhoP GFP inhibition: -1%; tuberculosis growth: 60%; H37Rv inhibition: -3%; inhibitors of VEEV: 7.0%; influenza NS1A: 2%

Screening data: PubChem, Southern Research Specialized Biocontainment Screening Center
